Screens (PubChem BioAssay)
ANO1 activ = TMEM16A chloride channel activators or potentiators, primary screen, cell-based, HTS. HEK293 TMEM16A/YFP-H148Q/I152L, iodide quench fluorescence; active compounds read low. B-score at 10 µM. actives 0.3% (n = 340,000);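 active = fluorescence-ratio B-score plate-corrected deviation score at least 3 library SD below zero, with starting fluorescence score within 5 deviations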;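 note: channel opened by trigger with iodide after compound preincubation; score built on the fluorescence ratio of max minus min over baseline; more negative score means more quench and so TMEM16A activation or potentiation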
TRPC4 potent = positive allosteric modulators of TRPC4, primary screen, cell-based, mouse TRPC4beta, HEK293 mu-opioid, Fluo-4 calcium; Short transient receptor potential channel 4 (Mus musculus), Q9QUQ5; DAMGO EC20, Fluo-4 Ca2+ flux; active compounds read high; B-score at 10 µM; actives 0.42% (n = 310,000); AID 2227, 2009;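 active = B-score of calcium response area above 5 SD of library B-scores, with initial fluorescence ratio within 5 SD of library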;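 note: B-score of integrated fluorescence ratio over time as area under calcium response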
MrgX1 allo act = positive allosteric modulators of MrgX1, primary screen, HEK293 cells, Fluo-4 calcium flux. Mas-related G-protein coupled receptor member X1 (Homo sapiens), Q96LB2. FDSS; active compounds read high. B-score at 10 µM. actives 0.63% (n = 310,000). AID 588675, 2011;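 active = plate-corrected calcium response at least 3 library SD above typical, normal starting fluorescence, not activating the receptor alone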;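 note: compound read alongside a low EC10 to EC30 dose of BAM8-22 agonist; peak minus trough fluorescence over baseline measured at the second addition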
Target sequence (Q96LB2 whole entry, looked up): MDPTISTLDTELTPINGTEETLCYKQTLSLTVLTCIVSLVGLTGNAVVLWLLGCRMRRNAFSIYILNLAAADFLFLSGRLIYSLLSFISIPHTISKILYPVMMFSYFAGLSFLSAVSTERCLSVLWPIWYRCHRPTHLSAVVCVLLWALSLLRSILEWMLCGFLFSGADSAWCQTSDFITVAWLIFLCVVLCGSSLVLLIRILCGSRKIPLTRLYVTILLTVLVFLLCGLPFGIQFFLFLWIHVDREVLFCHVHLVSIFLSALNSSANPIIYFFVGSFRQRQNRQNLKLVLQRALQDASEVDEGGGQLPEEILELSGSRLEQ
TRPC4 act = activators of mouse TRPC4 channel, primary screen, Fluo4 calcium, HEK293 TRPC4beta/mu-opioid cells; AID 2237, 2010; Short transient receptor potential channel 4 (Mus musculus), Q9QUQ5; Fluo4 calcium fluorescence; active compounds read high; actives 0.49% (n = 310,000); B-score at 10 µM;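 active = B-score above 5 SD of library B-scores, and initial fluorescence ratio not above library mean plus 5 SD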;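 note: positive B-score marks a calcium rise read as TRPC4 activation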
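Material: TRPC4beta and mu-opioid receptor HEK293 stable cells | Incubation: 45 min room-temperature Fluo4 loading, 110 s read | Detection: Kinetic Fluo4 calcium fluorescence | Measure: Integrated baseline-normalised fluorescence ratio, converted to per-well B score | Benchmarks: Low control buffer alone, high control maximal DAMGO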
ANO1 block = TMEM16A chloride channel inhibitors, primary screen, cell-based, HTS; Anoctamin-1 (Mus musculus), Q8BHY3; normalized B-score (activity score, 25-100; higher = stronger inhibition) at 10 µM; HEK293 TMEM16A/YFP iodide influx fluorescence, ionomycin; actives 1.2% (n = 310,000);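 active = ratio plate-corrected score three or more library SD toward inhibition, starting fluorescence score within five deviations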;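 note: score derived from kinetic fluorescence span divided by baseline fluorescence per well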
MrgX1 agonist = agonists of human MrgX1 receptor, primary screen, HEK293 cells, Fluo-4 calcium flux | AID 588627, 2011 | Mas-related G-protein coupled receptor member X1 (Homo sapiens), Q96LB2 | B-score at 10 µM | actives 0.44% (n = 310,000) | Fluo-4 calcium fluorescence, agonist mode; active compounds read high;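 active = calcium response B-score plate-corrected fluorescence ratio at least 3 library SD, with starting fluorescence B-score inside 5 SD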
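Material – MrgX1-expressing HEK293 cells · Input – 15,000 cells seeded per well · Dosing – compound as first of three additions · Times – overnight seeding, then 1 h dark dye loading · Measured by – kinetic Fluo-4 NW fluorescence of intracellular calcium · Read-out – B-scored fluorescence response ratio · Benchmarks – positive and negative control wells on each plate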
RGS4 inh = RGS4 inhibitors, primary screen, cell-based, HEK293 M3R inducible RGS4, calcium flux | Fluo-4 calcium flux; active compounds read high; triggered by carbachol at its EC20 | B-score at 10 µM | actives 0.45% (n = 310,000);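 active = B-score, a plate-corrected calcium signal, over three deviations above library mean, with baseline fluorescence within five deviations of library mean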;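 note: RGS4 expression induced by doxycycline in cells with stable M3 receptor; B-score is computed from the integrated fluorescence ratio over baseline after carbachol; higher B-score means a larger calcium signal and so more RGS4 inhibition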
Target sequence (P49798 whole entry, looked up): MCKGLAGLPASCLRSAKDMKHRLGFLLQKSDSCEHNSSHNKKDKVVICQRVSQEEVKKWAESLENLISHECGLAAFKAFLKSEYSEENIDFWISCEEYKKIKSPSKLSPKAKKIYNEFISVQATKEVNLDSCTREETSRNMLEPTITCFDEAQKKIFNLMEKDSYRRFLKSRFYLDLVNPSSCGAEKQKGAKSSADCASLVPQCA
TRPC4 block = inhibitors of mouse TRPC4 channel, primary screen, Fluo4 calcium, HEK293 TRPC4beta/mu-opioid cells. Short transient receptor potential channel 4 (Mus musculus), Q9QUQ5. DAMGO-evoked Fluo4 calcium flux; active compounds read low. B-score at 10 µM. actives 0.39% (n = 300,000);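 active = B-score over 3 SD under the library average, no early fluorescence shift, positive overall ratio signal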
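Assay system: TRPC4beta/mu-opioid receptor HEK293 cell line; compound dosing: single concentration per test compound; detection: Fluo4 Ca2+ flux fluorescence; evaluation: per-well B score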
TRPC6 activator = mouse TRPC6 channel activators, primary screen, cell-based, HEK293, membrane potential dye; B-score at 10 µM; HEK293-TRPC6 membrane potential dye fluorescence; active compounds read high; actives 0.13% (n = 310,000); AID 2550, 2010;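 active = B-score of the integrated fluorescence ratio above library mean plus 3 SD, and starting fluorescence ratio within library mean plus 5 SD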;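 note: higher score means more depolarization so channel activation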
MrgX1 antag = antagonists of human MrgX1 receptor, primary screen, HEK293 cells, Fluo-4 calcium flux; BAM8-22 antagonism; active compounds read low; actives 1.3% (n = 310,000); Mas-related G-protein coupled receptor member X1 (Homo sapiens), Q96LB2; AID 588676, 2011; B-score at 10 µM;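 active = calcium-response B-score plate-corrected more than 3 library SD below zero, starting fluorescence within 5 deviations, no agonist response on first addition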;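 note: peak minus trough fluorescence over baseline after final BAM8-22 challenge near maximal dose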
TRPC6 inhibitor = mouse TRPC6 channel inhibitors, primary screen, cell-based, HEK293, membrane potential dye | ACh-evoked depolarization; active compounds read low | actives 1.1% (n = 310,000) | Short transient receptor potential channel 6 (Mus musculus), Q61143 | B-score at 10 µM | AID 2553, 2010;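 active = B-score under library mean minus 3 SD, initial fluorescence not abnormally high, positive integrated signal ratio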;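 note: B-score derived from integrated fluorescence ratio over the kinetic read; more negative B-score means stronger inhibition of depolarization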
An asterisk follows results filed as active; i = inactive.

| molecule | ANO1 activ | TRPC4 potent | MrgX1 allo act | TRPC4 act | ANO1 block | MrgX1 agonist | RGS4 inh | TRPC4 block | TRPC6 activator | MrgX1 antag | TRPC6 inhibitor |
| --- | --- | --- | --- | --- | --- | --- | --- | --- | --- | --- | --- |
| CCSc1nc(-c2ccc(OC)cc2)n(-c2nc3ccccc3s2)n1 | i | i | i | i | i | i | i | i | i | i | i |
| Cc1c(Cl)c([N+](=O)[O-])nn1CC(=O)NCc1cccnc1 | i | i | i | i | i | i | i | i | i | i | i |
| COc1ccc(C(CNC(=O)c2ccccc2C)N2CCCC2)cc1 (stereo not given) | i | i | i | i | i | i | i | i | i | i | i |
| CCCCNC(=O)CC1Nc2ccccc2NC1=O (stereo not given) | i | i | i | i | i | i | i | i | i | i | i |
| CCOC(=O)N1CCN(C(=O)c2cccc(NC3=NC4CS(=O)(=O)CC4S3)c2)CC1 (stereo not given) | i | i | i | i | i | i | i | i | i | i | i |
| O=C1OC(NC(=O)c2ccccc2)C(n2cc(CO)nn2)=C1Cl (stereo not given) | i | i | i | i | i | i | i | i | i | i | i |
| CC1CCc2c(sc3c2C2=NS(=O)(=O)CCN2C=N3)C1 (stereo not given) | i | i | i | i | i | i | i | i | i | i | i |
| CC(=O)Nc1ccc(NS(=O)(=O)c2cc(-c3cnc(C4CC4)o3)ccc2C)cc1 | i | i | i | i | i | i | i | i | i | i | i |
| COC(=O)c1c(-c2ccncc2)csc1NC(=O)c1ccoc1C | i | i | i | i | i | i | i | i | i | i | i |
| N=c1c(C(=O)NCc2ccc(F)cc2)cc2c(=O)n3ccccc3nc2n1CC1CCCO1 (stereo not given) | i | i | i | i | i | i | i | i | i | i | -6.7* |
| COC(=O)COc1ccc(S(=O)(=O)N2CCCCCC2)cc1C | i | i | i | i | i | i | i | i | i | i | i |
| O=C1c2ccc3c4c(ccc(c24)C(=O)N1c1cccc(O)c1)C(=O)N(c1cccc(O)c1)C3=O | i | i | i | i | i | i | i | i | i | i | i |
| CCCNC(=O)/C=C/c1ccc(C(C)C)cc1 | i | i | i | i | i | i | i | i | i | i | i |
| Cc1cc(C)cc(NC(=S)N(Cc2ccc(Cl)cc2)Cc2ccc(C(=O)O)cc2)c1 | i | i | i | i | i | i | i | i | i | i | i |
| O=C(OCc1ccc2c(c1)OCO2)c1cccc(S(=O)(=O)N2CCCCC2)c1 | i | i | i | i | i | i | i | i | i | i | i |
| Cc1sc2ncn(CC(=O)N3CCN(c4ccccn4)CC3)c(=O)c2c1S(=O)(=O)N1CCC(C)CC1 | i | i | i | i | i | i | i | i | i | i | i |
| N#Cc1c(NC(=O)c2ccc(Cn3cc(Br)cn3)o2)sc2c1CCCCC2 | i | i | i | i | i | i | i | i | i | i | i |
| CCOc1ccc(CN2CCNC(=O)C2CC(=O)O)cc1 (stereo not given) | i | i | i | i | i | i | i | i | i | i | i |
| COc1ccc(N(C)C(=O)C2CCN(S(=O)(=O)c3cccc4nonc34)CC2)cc1 | i | i | i | i | i | i | i | i | i | i | i |
| Cc1cccc(C)c1NC(=O)CNC(=O)CNC(=O)c1ccc2c(c1)OCO2 | i | i | i | i | i | i | i | i | i | i | i |
| NC(=O)COC(=O)c1cccnc1Nc1ccccc1F | i | i | i | i | i | i | i | i | i | i | i |
| CCOc1ccc(N2C(=O)CN=C2Nc2ccccc2Cl)cc1 | i | i | i | i | i | i | i | i | i | i | i |
| CCN1CCN(c2ccc(NC(=O)CCc3c(C)nc4c(-c5ccccc5)c(C)nn4c3C)cc2)CC1 | i | i | i | i | i | i | i | i | i | i | i |
| CCn1nnc(NC(=O)c2cccnc2)n1 | i | i | i | i | i | i | i | i | i | i | i |
| CCCC[C@@H]1CNCCN1CCCc1cc(OC)c(OC)c(OC)c1 | i | i | i | i | i | i | i | i | i | i | i |
| Cc1ccc(NC(=O)CCCC(=O)O)c(-c2nc3ccccc3[nH]c2=O)c1 | i | i | i | i | i | i | i | i | i | i | i |
| CCS(=O)(=O)N1CCC(C(=O)NCCN2CCOCC2)CC1 | i | i | i | i | i | i | i | i | i | i | i |
| CCOC(=O)C1=C(C)NC(C)=C(C(=O)OCC)C1C1=COCCO1 | i | i | i | i | i | i | i | i | i | i | i |
| CN1CCN(C(=O)c2cccc(S(=O)(=O)N3CCCCC3)c2)CC1 | i | i | i | i | i | i | i | i | i | i | i |
| O=C(NNC(=O)c1ccccc1Cl)c1ccncc1 | i | i | i | i | i | i | i | i | i | i | i |
| COc1ccccc1NC(=O)CSc1nnc2ccc(-c3cccnc3)nn12 | i | i | i | i | i | i | i | i | i | i | i |
| COc1cccc(-c2nc(NCC3CCCO3)c3ccccc3n2)c1O (stereo not given) | i | i | i | i | i | i | i | i | i | i | i |
| O=C(N/C(=C/c1cccnc1)C(=O)N1CCOCC1)c1ccccc1 | i | i | i | i | i | i | i | i | i | i | i |
| CCN(CC)S(=O)(=O)c1ccc2nc(CCl)[nH]c2c1 | i | i | i | i | i | i | i | i | i | i | i |
| NC(=O)COC(=O)c1cc(-c2ccco2)nc2ccccc12 | i | i | i | i | i | i | i | i | i | i | i |
| O=C(CSCc1ccccc1)N1CCN(S(=O)(=O)c2ccc(F)cc2)CC1 | i | i | i | i | i | i | i | i | i | i | i |
| CCNc1nc(NC(C)(C)C)nc(SC(C(C)=O)C(C)=O)n1 | i | i | i | i | i | i | i | i | i | i | i |
| O=C(O)Cc1ccc2sc(-c3ccccc3)nc2c1 | i | i | i | i | i | i | i | i | i | i | i |
| O=C(CN1C(=O)CSC1=O)N1CCc2ccccc2C1 | i | i | i | i | i | i | i | i | i | i | i |
| COc1ccc(C(=O)Nc2ccc(S(=O)(=O)N3CCN(C)CC3)cc2)cc1[N+](=O)[O-] | i | i | i | i | i | i | i | i | i | i | i |
| COc1cc(OC)cc(-c2nnc(SCc3cccc(C(=O)O)c3)o2)c1 | i | i | i | i | i | i | i | i | i | i | i |
| CCOC(=O)/C(=C/Nc1ccccc1)[N+](=O)[O-] | i | i | i | i | i | i | i | i | i | i | i |
| O=C(CSc1nc2cc(Cl)ccc2o1)NCCc1ccccc1 | i | i | i | i | i | i | i | i | i | i | i |
| COc1ccccc1N(CC(=O)NC(C)(C)C)C(=O)CCC(=O)Nc1ccccn1 | i | i | i | i | i | i | i | i | i | i | i |
| COc1ccc(/C=N/NC(=O)c2ccco2)cc1COc1ccc(F)cc1 | i | i | i | i | i | i | i | i | i | i | i |
| COc1ccccc1NC(=S)NC(=O)C(C)(C)C | i | i | i | i | i | i | i | i | i | i | i |
| CC(C)(C)C1CCc2c(sc(NC(=O)c3ccncc3)c2C(N)=O)C1 (stereo not given) | i | i | i | i | i | i | i | i | i | i | i |
| COc1ccc(CCNC(=O)c2ccc(=O)[nH]c2)cc1 | i | i | i | i | i | i | i | i | i | i | i |
| CCOC(=O)c1ccc(S(=O)(=O)N2CC(=O)Nc3ccccc32)cc1 | i | i | i | i | i | i | i | i | i | i | i |
| O=C(NCC(=O)N(c1cccnc1)C(C(=O)NC1CCCC1)c1ccco1)c1cccs1 (stereo not given) | i | i | i | i | i | i | i | i | i | i | i |

Following part
| molecule | ANO1 activ | TRPC4 potent | MrgX1 allo act | TRPC4 act | ANO1 block | MrgX1 agonist | RGS4 inh | TRPC4 block | TRPC6 activator | MrgX1 antag | TRPC6 inhibitor |
| --- | --- | --- | --- | --- | --- | --- | --- | --- | --- | --- | --- |
| CC(C)CN1CCCC(N2CCN(c3cccc(Cl)c3)CC2)C1 (stereo not given) | i | i | i | i | i | i | i | i | i | i | i |
| CCOC(=O)c1cc(C(=O)Nc2sc3c(c2C#N)CCCC3)nn1C | i | i | i | i | i | i | i | i | i | i | i |
| O=S(=O)(NCc1cn2ccsc2n1)c1ccc(Oc2ccccc2)cc1 | i | i | i | i | i | i | i | i | i | i | i |
| Cc1oc(S(=O)(=O)N2CCCCC2)cc1NC(=O)Nc1ccc(Cl)cc1 | i | i | i | i | i | i | i | i | i | i | i |
| Cc1cc(C)cc(NC(=O)CSc2nnc(NC(=O)C3CC3)s2)c1 | i | i | i | i | i | i | i | i | i | i | i |
| CCc1ccc(/C=C2\SC(N3CCOCC3)=NC2=O)cc1 | i | i | i | i | i | i | i | i | i | i | i |
| CCSC1=NCCN1C(=O)Cc1ccc(-c2ccccc2)cc1 | i | i | i | i | i | i | i | i | i | i | i |
| Cc1ccc(C2c3c(oc4ccccc4c3=O)C(=O)N2c2nncs2)cc1 (stereo not given) | i | i | i | i | i | i | i | i | i | i | i |
| CCC(C)(C)NCC(=O)Nc1ccc(OC(F)(F)F)cc1 | i | i | i | i | i | i | i | i | i | i | i |
| O=C(c1cccc(F)c1)N1CCN(c2cc(N3CCCCC3)c(F)cc2[N+](=O)[O-])CC1 | i | i | i | i | i | i | i | i | i | i | i |
| CCOC(=O)C(Cc1ccc(Cl)cc1Cl)c1ccno1 (stereo not given) | i | i | i | i | i | i | i | i | i | i | i |
| S=c1[nH]nc(COc2ccc(Cl)cc2)n1-c1ccccc1 | i | i | i | i | i | i | i | i | i | i | i |
| Cc1onc(-c2c(Cl)cccc2Cl)c1C(=O)N1CCCc2ccccc21 | i | i | i | i | i | i | i | i | i | i | i |
| COc1cc(/C=N/Nc2ccccc2)ccc1O | i | i | i | i | i | i | i | i | i | i | i |
| CC(NC(=O)Cn1cc(Br)c([N+](=O)[O-])n1)c1ccccc1 (stereo not given) | i | i | i | i | i | i | i | i | i | i | i |
